NSD2 HMT inh: blocks human histone methyltransferase NSD2; NSD2 peptide methylation, AlphaScreen, 120 min; inhibition, % at 12.5 µM; 0.54% of 310,000 active; in the data active means inhibition above about 50%
CDK5 p35 inh: inhibitors of human CDK5/p35 kinase | Q00535+Q15078 | Recombinant CDK5/p35, ADP-Glo luminescence, 60 min | inhibition, % at 10 µM | 0.01% of 330,000 active;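 active means highest replicate inhibition of at least 50% and at least 75% of replicates reaching 50%; inconclusive means only one of the two criteria met; inactive means both criteria failed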;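 further: plate controls were DMSO neutral control for no effect and GW8510 at 10 µM for full effect; many of its hits are not listed in these tables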
dFosB activator: mouse delta FosB homodimer activation; purified delta FosB, TAMRA-CDK5 oligo fluorescence polarization; percent of positive-control signal above neutral wells; P13346; 0.99% of 340,000 active; activation, % at 25 µM;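 active means mean activation above about 17%, with every replicate also reaching it, limit read from the data, passing the limit was not always enough; inconclusive means only one of the two conditions met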;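 further: fluorescence polarization rise as delta FosB binds a TAMRA Cdk5 AP-1 oligo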
SUMO Mot1 rescue: inhibitors of SUMOylation pathway: yeast Mot1-301 growth rescue; growth rescue, % at 18.8 µM; 1% of 320,000 active; AID 2716; S. cerevisiae Mot1-301 growth rescue, ATP luminescence, 38.5C; percent above DMSO median, 100 means doubled;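 active means every valid replicate shows activation above 250% relative to neutral control wells; inactive means the rest, any valid replicate at or below 250%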;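 further: OY570 slx delta 5 strain wells were the positive control but not used for scaling; some compounds called inactive have numbers as strong as hits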
Arr AP2 block: human beta-arrestin and AP2 interaction inhibition. FITC-arrestin peptide / GST-AP2 beads, flow cytometry; AP2 beta2 appendage carries R879A mutation. inhibition, % at 10 µM. 0.31% of 340,000 active;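 active means inhibition above a set limit, near 3 SD of compounds lacking own fluorescence, cut at about 54% in these data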;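 further: plate controls were DMSO wells for no effect and 5 µM unlabelled arrestin peptide for full effect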
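Material – GST-tagged AP2 beta2-adaptin appendage (R879A) on 4 µm glutathione beads · Probe or stimulus – fluorescein-tagged arrestin peptide at 50 nM final · Timing – 12 min plus 1 h, RT · Detection – bead flow cytometry, FITC channel · Read-out basis – inhibition as reduced fluorescein signal on beads, percent · Medium – PBS plus Tween 20 (0.05%) and BSA (0.1%)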
SR-BI uptake up: enhances SR-BI lipid uptake from DiI-HDL; CHO ldlA[mSR-BI] cells, DiI-HDL uptake fluorescence, 3 h; 100 = double the neutral-control signal; activation, % at 12.5 µM; 0.096% of 320,000 active;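 active means mean replicate activation of at least 60% and every replicate at or above 60%; inconclusive means mean or all-replicate condition met, but not both; inactive means mean below 60% and not all replicates reaching 60%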;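 further: 0% = median plate neutral-control signal and 100% = twice that signal; values of inactives mirror those of a sister screen read the other way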
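Material – SR-BI-overexpressing, LDLR-lacking CHO cells · Medium – BSA-supplemented, HEPES-buffered Ham's F12, pH 7.4 · Doses – single concentration · Times – compound with DiI-HDL co-incubation, 3 h at 37 °C · Measured by – bottom-read fluorescence, 550/595 nm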
MITF act: MITF TRPM1 promoter activation in melanoma cells; SK-MEL-5 TRPM1-promoter luciferase, 24 h; % of positive control, neutral wells = 0; 0.75% of 300,000 active; activation, % at 12.5 µM;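 active means mean activation of at least 80% with every replicate also reaching 80%; inconclusive means mean reaches 80% but some replicate falls short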;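 further: 0% = neutral control wells and 100% = parthenolide positive control wells; values of inactives mirror those of a sister screen read the other way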
PKA-R1A activ: activators of PKA-R1A complex. P00514+P68181. PKA-R1A dissociation, Cy5-IP20 fluorescence polarization; scaled: DMSO 0%, 113 µM cGMP 100%. activation, % at 11.4 µM. 0.083% of 340,000 active. AID 504707;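 active means percent activation above the mean of all tested compounds plus 3 SD, cut at about 19% in these data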;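 further: higher means more PKAc released from R1A so a rise in polarization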
PKA-R2B act: PKA-R2B complex activation. P22694+P31323. 0.079% of 340,000 active. PKA-R2B holoenzyme dissociation, Cy5-IP20 fluorescence polarization; R2B truncated from residue 108, S112A mutant; 0% DMSO only, 100% 113 µM cGMP. activation, % at 11.4 µM;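 active means activation above a cutoff set at the mean over all compounds plus 3 SD, cut at about 18% in these data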;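 further: higher means more holoenzyme dissociation and a rise in polarization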
Target sequence (P31323 whole entry, looked up, other chains not shown, the tested form may be a part): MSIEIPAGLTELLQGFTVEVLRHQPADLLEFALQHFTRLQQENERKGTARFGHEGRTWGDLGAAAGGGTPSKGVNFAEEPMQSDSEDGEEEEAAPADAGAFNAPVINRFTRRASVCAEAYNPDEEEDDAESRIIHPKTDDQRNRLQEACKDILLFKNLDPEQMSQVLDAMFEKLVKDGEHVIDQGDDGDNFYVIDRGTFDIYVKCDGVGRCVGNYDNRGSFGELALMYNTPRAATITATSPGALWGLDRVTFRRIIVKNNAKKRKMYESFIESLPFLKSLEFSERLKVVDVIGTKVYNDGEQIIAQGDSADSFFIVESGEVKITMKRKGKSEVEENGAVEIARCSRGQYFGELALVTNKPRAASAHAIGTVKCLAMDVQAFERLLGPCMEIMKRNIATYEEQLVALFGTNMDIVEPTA
SR-BI DiI inh: mouse SR-BI HDL lipid transfer inhibition | ldlA[mSR-BI] CHO cells, DiI-HDL uptake fluorescence, 3 h | inhibition, % at 12.5 µM | Q61009 | 0.96% of 320,000 active;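 active means mean replicate inhibition of at least 70% and a set share of replicates each scoring 70 or more; inconclusive means meets just one of the two criteria; inactive means fails both criteria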;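 further: 0% = median of neutral control wells and 100% = median of positive control wells; values of inactives mirror those of a sister screen read the other way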
Target sequence (Q61009 whole entry, looked up): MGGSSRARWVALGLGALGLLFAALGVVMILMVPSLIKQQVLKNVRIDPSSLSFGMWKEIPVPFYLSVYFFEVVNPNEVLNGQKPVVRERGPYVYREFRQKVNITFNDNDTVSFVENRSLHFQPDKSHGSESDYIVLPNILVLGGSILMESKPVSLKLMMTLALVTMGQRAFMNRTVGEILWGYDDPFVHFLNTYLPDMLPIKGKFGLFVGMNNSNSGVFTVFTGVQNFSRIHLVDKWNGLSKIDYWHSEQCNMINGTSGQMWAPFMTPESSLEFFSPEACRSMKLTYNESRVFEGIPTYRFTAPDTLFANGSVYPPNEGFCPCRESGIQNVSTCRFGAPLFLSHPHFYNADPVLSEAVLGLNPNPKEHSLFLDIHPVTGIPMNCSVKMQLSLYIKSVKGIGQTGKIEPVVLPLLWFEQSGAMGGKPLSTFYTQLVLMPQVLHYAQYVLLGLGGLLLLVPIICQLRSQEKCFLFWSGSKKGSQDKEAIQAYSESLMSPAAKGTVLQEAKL
DSG3 Ab inh: inhibitors of pemphigus antibody binding to human desmoglein-3; P32926; DSG3-coupled beads, scFv-anti-DSG3-GFP binding, flow cytometry; stronger effect = lower value; binding (percent of control), % at 10 µM; 0.48% of 310,000 active; AID 588358;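 active means binding more than 3 SD below its plate's average and above zero; inconclusive means below that plate limit but binding exactly zero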;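 further: hits lower antibody fragment binding to DSG3; some compounds called inactive have numbers as strong as hits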
Numbers without * were called inactive; ? = inconclusive; . = not tested or not shown.

SMILES	NSD2 HMT inh	CDK5 p35 inh	dFosB activator	SUMO Mot1 rescue	Arr AP2 block	SR-BI uptake up	MITF act	PKA-R1A activ	PKA-R2B act	SR-BI DiI inh	DSG3 Ab inh
Cc1[nH]n(-c2ccccc2)c(=O)c1N=Nc1ccccc1C(=O)N1CCOCC1	8	0.8	-9	-21	-8	0	-3	-5	1	0	134
COCC(=O)Nc1ccc(N2CCOCC2)c(S(=O)(=O)Nc2ccccc2OC)c1	0	0.2	-7	-5	-1	-7	4	0	-5	7	101
COC(=O)c1ccc(C(=O)OC)nc1	0	-0.8	-10	-2	7	-10	.	3	1	10	102
Cc1ccc(NC(=O)CCc2ccc(S(=O)(=O)NC3CCCCC3)cc2)cc1	-1	0.8	-3	-14	-2	-36	.	-21	1	36	113
COc1ccc(N(CC(=O)Nc2cccc(N(C)S(C)(=O)=O)c2)S(C)(=O)=O)cc1OC	0	0.7	5	2	31	-5	-2	-8	-1	5	107
Cc1ccc(NC(=O)C(c2ccccc2)N2CCN(CC(=O)N3CCOCC3)CC2)cc1Cl (centres undefined)	9	1.3	-6	-2	-1	8	11	-6	1	-8	.
O=C(NN=C1CCCC1)c1n[nH]c2c1CCCC2	-2	0.1	-3	8	-4	0	16	-4	-1	0	91
CC1(C)O[C@@H]2[C@H](O1)[C@@H](CO)O[C@H]2n1cnc2c(N)ncnc21	.	2.7	-3	11	-7	-2	0	-5	4	5	105
O=C(C1CCC(=O)N(C2CC2)C1)N1CCC(Oc2ccccc2F)CC1 (centres undefined)	-4	0.4	1	41	-6	9	0	2	4	-9	102
CCc1ccccc1N(C1=NCCCS1)S(=O)(=O)c1ccc(C(C)(C)C)cc1	-4	0.0	-7	-4	10	44	-13	-6	3	-44	86
CCc1ccc(NC(=O)NCc2ccc3c(c2)OCO3)cc1	-6	-0.1	10	22	-4	6	17	5	-1	-6	105
O=C(Cn1cnc2ccccc21)OCC(=O)N1CCCc2ccccc21	-2	2.4	-3	251	2	16	-7	-7	1	-16	80
CC(C)Oc1ccc(Cc2n[nH]c(=S)n2Cc2ccccc2)cc1Cl	-2	2.8	-20	4	-5	-2	10	0	-5	2	98
C=CCNC(=S)NC(=O)c1ccc(C)c(Br)c1	.	-2.0	-4	-7	-18	.	60	6	-7	.	92
CC(NC(=O)CCC(=O)N1CCN(S(=O)(=O)c2ccc(Cl)cc2)CC1)c1ccccc1 (centres undefined)	-1	0.0	-7	4	8	-16	5	4	-3	16	.
C#CCOCCOCCOCCNc1nc(N2CCN(C(=O)[C@H](CCC(=O)O)n3cc([C@@H](N)CCCCN)nn3)CC2)nc(N2CCN(C(=O)[C@H](CCCCN)n3cc([C@@H](N)CC(N)=O)nn3)CC2)n1	.	2.3	-3	-11	-1	31	-1	-6	2	-31	95
CCOC(=O)N1CCN(C(=O)C(C)c2ccc([N+](=O)[O-])cc2)CC1 (centres undefined)	1	-1.4	-2	-13	-4	4	.	-5	10	-4	119
O=C(N/N=C/c1cn(Cc2ccccc2)c2ccccc12)c1cc(O)cc(O)c1	5	-4.4	-7	-4	-1	-1	-4	0	-6	1	.
Cc1cc(C)cc(C(=O)NCC(=O)OCC(=O)N(C)C2CCS(=O)(=O)C2)c1 (centres undefined)	42	0.6	-1	0	21	-7	-8	6	-7	7	122
COc1cccc(NC(=O)CSc2nnc3cc(C)nc(N)n23)c1	0	0.9	-10	-5	-26	1	3	-15	9	-1	104
Cc1ccc(Oc2nc3ccccn3c(=O)c2/C=C(\C#N)C(=O)NC2CCS(=O)(=O)C2)c(C)c1 (centres undefined)	-1	0.2	-2	-8	-4	-7	-6	-4	0	7	105
COC(=O)c1ccccc1NC(=O)COc1ccc(S(=O)(=O)N2CCCC2)cc1C	-3	0.0	-4	56	-7	-47	3	-4	-9	47	101
Cn1nc(SCC(=O)O)sc1=S	-2	-0.4	5	-2	4	21	.	0	3	-21	99
COc1cccc(Nc2ncccc2C(=O)NCc2ccccc2)c1	4	1.1	-2	.	-6	-48	-2	13	-2	48	175
O=C(NNS(=O)(=O)c1ccc(Cl)cc1Cl)c1cc2ncc(C(F)(F)F)cc2s1	1	1.2	-5	3	32	6	-1	0	5	-6	.
Oc1cccc(Nc2nc(-c3ccccc3)nc3ccccc23)c1	-6	-1.3	6	12	-11	-72	-7	9	-7	72*	102
FC(F)Oc1ccc(NC(=S)NC23CC4CC(CC(C4)C2)C3)cc1	-4	2.3	-7	4	-3	-18	4	9	-1	18	100
Cc1cc(NS(=O)(=O)c2ccc(NC(=O)Nc3cccc(C(F)(F)F)c3)cc2)no1	-3	-1.4	-5	-18	-1	9	-3	-7	-11	-9	101
Cc1cccc(Cn2c(=O)n(-c3ccc(CC(=O)NCc4ccco4)cc3)c(=O)c3sccc32)c1	.	-2.2	49*	-4	13	-42	-8	-17	-5	42	101
CN(C)c1nc(N2CCN(c3ccccc3)CC2)c(C#N)c(=O)o1	0	-1.9	-10	9	-13	11	.	-8	-2	-11	.
CN1C(=O)CS(=O)c2ccc(C(=O)NC3CC3)cc21 (centres undefined)	.	0.8	3	-9	15	7	-4	-4	-6	-7	107
CN(C(=O)COC(=O)c1cc(-c2ccccc2Cl)nc2ccccc12)C1CCS(=O)(=O)C1 (centres undefined)	-2	0.4	-1	-1	5	8	-2	2	-4	-8	105
Cc1ccc(S(=O)(=O)Nc2ccccc2-c2ccccc2NS(=O)(=O)c2ccc(C)cc2)cc1	8	-0.3	-2	14	12	2	-7	-5	8	-2	102
COc1ccc(S(=O)(=O)N2CCC(C(=O)N[C@@H](C)C(=O)NC3CC3)CC2)cc1	22	-3.7	-6	124	15	-1	-5	5	-2	1	110
CN=C(Nc1cccc(OC)c1)SC1CC(=O)N(c2ccc(C(=O)O)cc2)C1=O (centres undefined)	-1	0.8	-8	10	-7	16	9	-5	-5	-16	91
Cn1ncc2c(N)nc(NCCO)nc21	1	-0.4	0	.	22	13	8	3	-6	-13	138
O=C(NCCc1csc(-c2cccnc2)n1)c1cccc(Cl)c1	.	1.1	-11	5	-2	-11	-3	-7	-3	11	101
CCn1cc(CN2CCN(CCc3ccccc3)C(CCO)C2)c(C)n1 (centres undefined)	0	-1.7	3	9	7	8	-4	-1	-8	-8	89
COC(OC)C1(CCc2ccccc2)NC(=O)NC1=O (centres undefined)	2	-0.4	-1	.	-6	15	-5	2	-6	-15	91
O=C(c1ccccc1C(=O)N(c1ccccc1)c1ccccc1)N1CCCCC1	1	-0.8	-7	-3	-3	27	-16	-4	7	-27	121
CC(=O)Nc1ccc(N(C(=O)CNC(=O)c2cccs2)C(C(=O)NC(C)(C)C)c2ccccc2)cc1 (centres undefined)	-1	-3.3	-8	-1	-4	27	0	-3	-3	-27	85
COc1ccc(N2C(=O)C3CCCN3C2c2cccc(OC)c2OC)cc1 (centres undefined)	.	0.7	-7	-19	0	9	-13	6	5	-9	110
O=C(CNC(=O)c1ccccc1F)Nc1ccncc1	12	1.8	3	-12	4	13	-6	-7	-1	-13	101
Cc1ccc(-n2ncc3c(=O)n(Cc4cccnc4)cnc32)cc1	-1	1.9	-6	.	-1	13	9	2	-5	-13	101
COc1cccc(OCc2cc(C(=O)NCCN3CCCCC3CO)no2)c1 (centres undefined)	.	0.7	-7	8	36	17	1	-2	-7	-17	112
Cc1ccccc1N=Nc1c(N)n[nH]c1N	21	0.0	-2	-2	38	0	.	-2	10	0	115
CC(C)C[C@@H](CN1CCC[C@@H]1CN1C(=O)C(=O)NC[C@@H]1Cc1ccccc1)N1C[C@H](Cc2ccc(O)cc2)N(CCc2ccccc2)C(=O)C1=O	.	1.2	-18	.	17	.	-9	-9	3	.	104
CCN(CC)P(=O)(Nc1ccc([N+](=O)[O-])cc1)c1c(C)nn(CCC#N)c1NC(=O)c1ccc(Cl)cc1Cl (centres undefined)	0	0.0	-17	11	17	14	3	-2	-4	-14	98

Of the compounds above, 2 have a tert-butyl group:
SMILES	NSD2 HMT inh	CDK5 p35 inh	dFosB activator	SUMO Mot1 rescue	Arr AP2 block	SR-BI uptake up	MITF act	PKA-R1A activ	PKA-R2B act	SR-BI DiI inh	DSG3 Ab inh
CCc1ccccc1N(C1=NCCCS1)S(=O)(=O)c1ccc(C(C)(C)C)cc1	-4	0.0	-7	-4	10	44	-13	-6	3	-44	86
CC(=O)Nc1ccc(N(C(=O)CNC(=O)c2cccs2)C(C(=O)NC(C)(C)C)c2ccccc2)cc1 (centres undefined)	-1	-3.3	-8	-1	-4	27	0	-3	-3	-27	85

Next section.
SMILES	NSD2 HMT inh	CDK5 p35 inh	dFosB activator	SUMO Mot1 rescue	Arr AP2 block	SR-BI uptake up	MITF act	PKA-R1A activ	PKA-R2B act	SR-BI DiI inh	DSG3 Ab inh
COc1ccccc1-c1nnc(SCC(=O)Nc2ccc(S(N)(=O)=O)cc2)n1C	-1	0.5	-3	-3	-11	9	-10	1	2	-9	103
COc1ccc(C2NC(=O)NC(O)(C(F)(F)F)C2C(=O)c2ccc(C)cc2)cc1 (centres undefined)	-2	0.8	-11	10	4	23	-4	1	-3	-23	101
O=C(Nc1nc(-c2ccccc2)cs1)Nc1ccc(F)cc1F	6	0.0	1	7	5	-54	17	2	-9	54	101
CCCN(CC(=O)Nc1ccccc1C)C(=O)c1cnc(C)cn1	0	-0.7	4	.	0	10	-2	-13	-23	-10	109
NC(=S)N/N=C/c1c(O)c(Br)cc2oc3c(c12)CCCC3	5	2.5	?	-18	10	-37	-14	-3	-4	37	102
COc1cccc(-n2c(COc3ccc(C)cc3)nnc2SCC(N)=O)c1	1	-0.1	-3	19	16	12	2	1	-7	-12	77
COc1ccc(CN(C(=O)c2ccco2)c2ccc(C)c(C)c2)cc1	-1	0.5	-8	403*	28	14	-31	-12	-5	-14	101
CCC(CC)c1nnc(NC(=O)c2c(-c3ccccc3)noc2C)s1	.	-4.1	-14	-6	-1	19	-4	2	-10	-19	100
O=C(Nc1ccc(Br)cc1)c1ccc(N2C(=O)C3CCCCC3C2=O)cc1 (centres undefined)	0	-4.2	-2	-5	1	-23	-7	10	-2	23	100

Assay outcomes deposited in PubChem BioAssay by several laboratories.
